From PubChem
BRCA1 expr up = BRCA1 expression activation | AID 624202 | MCF7-BRCA1-FFLuc reporter, luminescence, 48 h; response scale: scaled: vehicle 0%, 10 µM genistein 100% | 380,000 tested, 1.1% active | Potency, µM (highest dose often 46.1 µM), for inactives: at the highest dose activation, hits mostly activators; note: nearly all actives have a fitted effect of over 80% in size; some results filed as inactive show a strong effect at the top dose
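Using MCF7 cells harboring a BRCA1 firefly luciferase reporter, plated 2 h before compound pinning, the screen measured luminescence after 48 h incubation. Responses were normalized to DMSO and 10 microM genistein, then fitted for concentration-effect.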
FLuc modulator = inhibits or activates purified firefly luciferase, miR-21 counter-screen; P08659; 360,000 tested, 6.9% active; purified FLuc, Km substrates, luminescence inhibition; AID 588342; Potency, µM (titrated, usually from 57.5 µM), for inactives: at the top dose activity change, negative = inhibition, actives largely listed as inhibitors;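 note: plate controls were vehicle for no effect and reference inhibitor for full effect; nearly all actives have a fitted effect of over 55% in size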
Target sequence (P08659 whole entry, looked up): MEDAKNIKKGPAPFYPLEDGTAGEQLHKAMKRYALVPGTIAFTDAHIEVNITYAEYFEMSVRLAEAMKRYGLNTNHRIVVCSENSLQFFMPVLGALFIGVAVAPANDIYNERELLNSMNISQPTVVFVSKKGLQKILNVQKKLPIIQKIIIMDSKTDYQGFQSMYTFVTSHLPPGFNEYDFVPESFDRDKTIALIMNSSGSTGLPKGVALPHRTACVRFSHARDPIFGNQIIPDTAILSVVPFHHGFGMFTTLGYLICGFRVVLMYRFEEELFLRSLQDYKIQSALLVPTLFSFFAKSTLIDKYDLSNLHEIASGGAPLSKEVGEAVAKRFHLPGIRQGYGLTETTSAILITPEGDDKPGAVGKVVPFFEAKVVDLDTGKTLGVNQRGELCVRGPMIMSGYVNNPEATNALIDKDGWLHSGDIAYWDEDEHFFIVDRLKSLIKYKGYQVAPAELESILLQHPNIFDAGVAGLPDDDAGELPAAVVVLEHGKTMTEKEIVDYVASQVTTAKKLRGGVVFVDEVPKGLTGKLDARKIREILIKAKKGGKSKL
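Purified P. pyralis luciferase (10nM final) with 10uM D-luciferin and 10uM ATP (Km levels) in 50mM Tris acetate pH 7.5, 10mM Mg acetate, 0.01% Tween-20, 0.05% BSA; qHTS 6-point titration, ~60 µM downward; luminescence read.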
* hit, by the source's call; ? = inconclusive. Calls come from the whole dose curve; as a rule, active = well fitted curve in the direction sought with a large enough effect; inconclusive = small, poorly fitted or top-dose-only effect, or another doubt; inactive = no such curve, though single readings can be large; an effect the other way counts as inactive or inconclusive. Potency is the fitted concentration of half-maximal effect.

SMILES	BRCA1 expr up	FLuc modulator
CCNc1ccc(-c2nc(-c3ccccn3)no2)cc1[N+](=O)[O-]	0%	?
Cc1ccc(NC(=O)CSc2ncc(S(=O)(=O)c3ccc(C(C)C)cc3)c(=O)[nH]2)cc1C	8%	?
CCc1ccc(NC(=O)Cn2c(=O)n(CCCCC(=O)NCc3ccc4c(c3)OCO4)c(=O)c3ccccc32)cc1	1%	-1%
CCn1c(=O)c2cc(C(=O)NCCCN3CCN(C)CC3)sc2c2ccccc21	-6%	-7%
COc1ccc(NC(=O)Cn2cnc3sc(C)c(S(=O)(=O)N4CCN(C)CC4)c3c2=O)cc1Cl	0%	1%
CCCCN(CCCC)C1=C(C(=O)c2ccccc2)N(CC)S(=O)(=O)c2ccccc21	-1%	-16%
CCN(C(=O)Cn1c(SCC(=O)NCc2ccccc2)nc2ccccc21)c1cccc(C)c1	3%	-7%
Cc1ccc(CNC(=O)CN2C(=O)C3(SCC(=O)N3c3ccc(F)cc3)c3ccccc32)cc1 (stereo unspecified)	-6%	-11%
CCOc1ccc(-c2nnc(SCC(=O)Nc3cccc(C#N)c3)o2)cc1	-1%	19µM*
Cc1ccc(-n2c(=O)c3ccccc3n(CC(=O)Nc3cccc(C(F)(F)F)c3)c2=O)cc1	-56%	-8%
COc1ccc(CCNC(=O)CCCCn2c(=O)c3ccccc3n(Cc3ccc(Cl)cc3)c2=O)cc1OC	-22%	-9%
CC(=O)c1ccc(NC(=O)Cn2c(=O)oc3cc(S(=O)(=O)N4CCCCC4)ccc32)cc1	0%	0%
CCOc1ccc(-c2cc3c(=O)n(Cc4nc(-c5ccc(OC)cc5OC)oc4C)ccn3n2)cc1Cl	-8%	-9%
O=C(COc1ccccc1Cl)OCc1cc(=O)n2nc(C3CC3)sc2n1	-1%	2%
O=C(C1CCN(S(=O)(=O)c2cccc3nonc23)CC1)N1CCN(c2ccccc2)CC1	-7%	4%

More results follow:
SMILES	BRCA1 expr up	FLuc modulator
CCc1ccc(NCc2cc3cc4c(cc3n(CC(=O)Nc3ccccc3OC)c2=O)OCCO4)cc1	4%	-8%
Cc1nc2nc(C)c(CCC(=O)NCCc3ccccc3)c(C)n2n1	29%	-6%
CCN(CC)S(=O)(=O)c1ccc2c(c1)nc(CN(C)C(=O)Nc1ccc(F)cc1)n2C	-67%	-7%
O=C(Cn1c(=O)n(CC2CCCO2)c(=O)c2ccccc21)Nc1ccc(F)cc1F (stereo unspecified)	1%	4%
O=C(CC(c1cccs1)N1Cc2ccccc2C1=O)Nc1cccc(F)c1 (stereo unspecified)	2%	-4%
Cc1cccc(C(=O)n2nc(C)c(S(=O)(=O)N3CCOCC3)c2C)c1	14%	-9%
CCc1ccc(NC(=O)C(=O)NCCc2sc(-c3ccc(OC)c(OC)c3)nc2C)cc1	2%	-1%
CN(Cc1ccccc1)C(=O)c1ccc2c(c1)N(Cc1ccccc1F)C(=O)c1ccccc1S2(=O)=O	-35%	-5%
CC(C)c1ccccc1NC(=O)CN1C(=O)c2cccc3cccc1c23	-12%	1%
O=C(CSc1cn(CCNC(=O)c2c(F)cccc2F)c2ccccc12)Nc1ccccc1F	5%	-17%
COc1cc2c(=O)n(CCc3ccccc3)c(=O)n(CC(=O)Nc3ccccc3)c2cc1OC	-10%	-3%
O=C(CSc1cn(CCNC(=O)c2ccccc2F)c2ccccc12)Nc1ccccc1F	17%	?
CCOc1ccccc1NC(=O)CSc1nc2c(oc3ccccc32)c(=O)n1Cc1ccco1	0%	-7%
O=C(O)c1ccc(CNCc2ccc(Cl)cc2)s1	7%	-9%
CCCNC(=O)c1cnn2c(C(F)F)cc(-c3ccccc3)nc12	-33%	4%

Entries listed so far containing two or more sulfur atoms, in the order listed:
SMILES	BRCA1 expr up	FLuc modulator
Cc1ccc(NC(=O)CSc2ncc(S(=O)(=O)c3ccc(C(C)C)cc3)c(=O)[nH]2)cc1C	8%	?
COc1ccc(NC(=O)Cn2cnc3sc(C)c(S(=O)(=O)N4CCN(C)CC4)c3c2=O)cc1Cl	0%	1%

(list continues)
SMILES	BRCA1 expr up	FLuc modulator
COc1ccc(OC)c(NC(=O)Cn2c(=O)n(Cc3ccco3)c(=O)c3cc(OC)c(OC)cc32)c1	9%	0%
CCCCc1nn2c(=O)cc(COC(=O)c3cccc(OC)c3)nc2s1	0%	-14%
CCOC(=O)C1=C(CN2CCN(CC)CC2)NC(=O)NC1c1ccc(Cl)cc1 (stereo unspecified)	-2%	2%
Cc1ccc(NC(=O)C2CCN(c3nn4c(=O)cc(C)nc4s3)CC2)cc1	0%	-1%
Cc1cccc(C)c1NC(=O)CSc1nccn1C	-8%	-3%
Cc1ccc(N2CC(C)Cn3c2nc2c3c(=O)n(CC(=O)O)c(=O)n2C)cc1 (stereo unspecified)	5%	-8%
Cc1ccc(OCc2cc(=O)n3cc(C)sc3n2)c(C)c1	13%	-15%
CCOCCCn1c(=N)c(C(=O)NC2CCCCC2)cc2c(=O)n3ccccc3nc21	11%	-9%
CCS(=O)(=O)N1CCc2cc(C(=O)Nc3cccc(Cl)c3C)ccc21	0%	5%
CCS(=O)(=O)N1CCc2cc(C(=O)Nc3ccc(OC)cc3OC)ccc21	10%	-13%
CCCCN1CC(c2nc3ccccc3n2CCCCOc2cc(C)ccc2C)CC1=O (stereo unspecified)	-8%	-5%
COc1cccc(OC)c1C(=O)Nc1cccc(-c2nc3cc(C)cc(C)c3o2)c1	18%	?
COc1ccc(Cl)cc1NC(=O)N1CCN(Cc2cc(=O)n3nc(-c4ccccc4)sc3n2)CC1	0%	0%
Cc1cc(C)cc(NC(=O)Cn2c(=O)n(CC(=O)NCCc3ccccc3)c(=O)c3ccccc32)c1	-8%	-7%
Cc1cccc(NC(=O)Cn2c(=O)n(CCC(C)C)c(=O)c3cccnc32)c1	-4%	-5%

The listing continues:
SMILES	BRCA1 expr up	FLuc modulator
COc1cccc(C(=O)Nc2cccc(OCc3cc(=O)n4c5c(sc4n3)CCCC5)c2)c1	41%	?
Cc1ccc(NC(=O)Cn2c(=O)ccc3cc(S(=O)(=O)N4CCCC4)ccc32)cc1C	12%	-2%
CC(=O)Nc1ccc(S(=O)(=O)N2CCN(c3ccc(C)c(C)c3)CC2)cc1	0%	-1%
COc1cccc(CNC(=O)CCCN2C(=O)CSc3c2c(C)nn3-c2ccccc2)c1	0%	-5%
CCOc1ccc(-c2nnc(SCC(=O)N(CC)c3cccc(C)c3)o2)cc1	0%	?
CCOc1ccccc1-n1ccnc(NCc2ccc(F)cc2)c1=O	13%	2%
COc1ccc(-c2ccc(NS(=O)(=O)c3ccccc3)cc2)nn1	15%	-10%
Cc1ccc(NC(=O)N2CCN(C)c3ncccc32)cc1C	2%	-1%
O=C(Cn1c(=O)n(-c2ccccc2)c(=O)c2c3c(sc21)CCCC3)Nc1ccc(F)cc1F	14%	-7%
CCn1cc(C(=O)OCC(=O)Nc2cccc(Cl)c2C)c(=O)c2ccc(C)nc21	3%	4%
Cc1ccc(C2CC(=O)Nc3cc4c(cc32)OCCO4)cc1 (stereo unspecified)	-23%	-10%
CCc1ccc(NC(=O)Cn2c(=O)n(CCCCC(=O)NCc3ccccc3Cl)c(=O)c3ccccc32)cc1	14%	3%
Cc1ccc(N2C(=O)CSC23C(=O)N(CC(=O)Nc2ccc(C)cc2C)c2ccccc23)cc1 (stereo unspecified)	-28%	-9%
Cc1ccc(-n2nnc(-c3nsc(NC(=O)c4ccc(C)c(C)c4)n3)c2C)cc1	7%	0%
O=C(C1CC1)N1CCc2cc(Br)cc(S(=O)(=O)N3CCN(c4ccccc4F)CC3)c21	-4%	-7%

Shown with two lines to a compound: part of the list above.
Results follow in this order: BRCA1 expr up | FLuc modulator
Cc1cccc(C)c1NC(=O)CSc1nccn1C
    -8% | -3%
Cc1ccc(N2CC(C)Cn3c2nc2c3c(=O)n(CC(=O)O)c(=O)n2C)cc1 (stereo unspecified)
    5% | -8%
Cc1ccc(OCc2cc(=O)n3cc(C)sc3n2)c(C)c1
    13% | -15%
CCOCCCn1c(=N)c(C(=O)NC2CCCCC2)cc2c(=O)n3ccccc3nc21
    11% | -9%

The list continues.
SMILES	BRCA1 expr up	FLuc modulator
COc1ccc(CNC(=O)CN(C)c2nn3c(=O)cc(C)nc3s2)cc1	16%	1%
CCCNC(=O)CCSc1nc(-c2ccc3c(c2)OCO3)cc(C(F)(F)F)n1	8%	0%
CCOCN(C(=O)Cn1c(CC(C)C)nc2ccccc21)c1c(C)cccc1CC	-30%	6%
Cc1cccc(NC(=O)c2nnn(CC(=O)Nc3ccc(C(C)C)cc3)c2N)c1C	72%	1%
CCOC(=O)c1c(C)oc2nc(C)nc(NCC3CCN(Cc4ccc(F)cc4)CC3)c12	15%	-8%
CCOc1ccccc1NC(=O)CSc1nccn1-c1cccc(C)c1	-18%	0%
CCCCNc1nc2c(-c3cccc(Br)c3)nnn2c2ccccc12	0%	1%
CSc1nnc2n(-c3cccc(C)c3)c(=O)c3c4c(sc3n12)CCCC4	-3%	0%
COc1cccc(C(=O)Nc2ccc3nc4n(c(=O)c3c2)CCCCC4)c1	4.5µM*	17µM*
CCOc1ccccc1NC(=O)NCCn1c(=O)oc2ccc(C)cc21	-6%	-7%
CC1=C(C(=O)Nc2cc(Cl)ccc2C)C(c2sccc2C)n2ncnc2N1 (stereo unspecified)	-11%	-1%
Cc1cc(C)nc(NC(=NCCc2c[nH]c3ccc(Cl)cc23)NC(=O)c2ccccc2C)n1	10%	-4%
COc1ccc(C2CC(=O)N(CC(=O)Nc3cccc(C)c3C)c3ccccc3S2)cc1OC (stereo unspecified)	-45%	-8%
COc1ccc(CNC(=O)C2Cc3cc(S(=O)(=O)N4CCCCCC4)ccc3N2C(C)=O)cc1 (stereo unspecified)	0%	3%
CC(C)OC(=O)c1ccc(NC(=O)CSc2nc(-c3cccs3)cc(C(F)(F)F)n2)cc1	-37%	-2%

(further entries)
SMILES	BRCA1 expr up	FLuc modulator
CCN(CC)CCSc1nnc2c3cc(F)ccc3n(CC)c2n1	-19%	-6%
CCc1ccc2c(c1)c(=O)c(C(=O)c1ccc(C)cc1)cn2CC(=O)Nc1ccccc1C	5%	0%
Cc1ccc(CN(C(=O)c2ccc([N+](=O)[O-])cc2)c2ccccn2)cc1	6%	-15%
Cc1ccc(CSc2nc3ccncc3n2Cc2nc(-c3ccccc3C)oc2C)cc1	0%	4.8µM*
COc1ccc(Cn2c(CO)cnc2SCC(=O)Nc2ccc3c(c2)OCCO3)cc1	7%	-10%
O=C(CSc1nc2ccsc2c(=O)n1-c1ccc(Cl)cc1)NCc1ccc(Cl)cc1	4%	-11%
Cc1ccc(Nc2cc(C)nc3nc(Cc4ccc(Cl)cc4)nn23)cc1	-41%	3%
COc1ccc(NC(=O)C2CCCN(S(=O)(=O)c3cccs3)C2)cc1 (stereo unspecified)	16%	-6%
CCCCC(=O)N1CCc2cc(OC)c(OC)cc2C1COc1ccc(C(=O)OCC)cc1 (stereo unspecified)	0%	2%
Cc1ccccc1OCC(=O)Nc1cc(-c2cccc(Br)c2)nn1-c1ccccc1	0%	6%
CCCCNC(=O)CCCn1c(=O)c2ccccc2n(Cc2cccc(Cl)c2)c1=O	12%	-5%
O=C(Cn1c(=O)n(-c2ccc(F)c(Cl)c2)c(=O)c2sc3ccccc3c21)NC1CCCCC1	-9%	0%
COc1ccccc1Cc1nc2ccccc2nc1SCC(=O)NCc1ccc(C)cc1	-3%	-2%
COc1cccc(Cc2nc3ccccc3nc2SCC(=O)Nc2cc(OC)ccc2OC)c1	5%	4%
O=c1cc(COc2cccc(C(F)(F)F)c2)nc2sc3c(n12)CCCC3	22%	4%

The results go on.
SMILES	BRCA1 expr up	FLuc modulator
COc1ccc(Cn2c(=O)n(-c3ccc(C)cc3)c(=O)c3c2c2cc(C)ccc2n3C)cc1	6%	0%
O=C(/C=C/c1cn(CC(O)CN2CCc3ccccc32)c2ccccc12)c1ccc(Br)cc1 (stereo unspecified)	-52%	-2%
CCc1ccc(NCc2cc3cc4c(cc3n(CC(=O)Nc3ccccc3Cl)c2=O)OCO4)cc1	12%	-12%
Nc1c(C(=O)Nc2cccc(F)c2)sc2nc(-c3cccs3)ccc12	76%	-18%
Cc1cc(C)c(NC(=O)c2ncoc2-c2ccco2)c(C)c1	0%	-2%
CC1CCC(NC(=O)c2ccc3c(c2)N(Cc2ccccc2)C(=O)c2ccccc2S3=O)CC1 (stereo unspecified)	0%	-1%
Cc1ccc(-c2n[nH]c3c2C(c2ccccc2Cl)N(c2ccc(C(=O)O)cc2)C3=O)cc1 (stereo unspecified)	-8%	-18%
O=c1n(Cc2ccc(F)cc2)nc2n1-c1cc(Cl)ccc1OC2	-7%	0%
CC(=O)c1ccc(NS(=O)(=O)c2ccc(-n3cccn3)cc2)cc1	8%	?
CCC(=O)N1CCc2cc(Br)cc(S(=O)(=O)NCCc3ccccc3Cl)c21	-41%	3%
O=C(Cn1nc(-c2ccccc2)c2c(c1=O)CCCC2)Nc1ccc(F)c(Cl)c1	-20%	-3%

This is a subset (hit frequency here may not be typical).
